Growth percent in the NCI-60 one-dose screen (48 h, 10 µM unless noted): 100 = growth as untreated, 0 = no growth, -100 = all killed.
OVCAR-8 – OVCAR-8 ovarian cancer; actives 4.4% (n = 81,000)
OVCAR-4 – OVCAR-4 ovarian cancer cells. AID 1794784. actives 3.7% (n = 80,000)
OVCAR-5 – OVCAR-5 ovarian cancer; actives 2.9% (n = 82,000); AID 1794783
SF-268 – SF-268 CNS cancer cells | actives 3.1% (n = 82,000) | AID 1794759
SK-OV-3 – SK-OV-3 ovarian cancer cells. AID 1794785. actives 3.2% (n = 80,000)
PC-3 – PC-3 prostate cancer cells; actives 3.9% (n = 80,000)
DU-145 – DU-145 prostate cancer. actives 4.2% (n = 81,000). AID 1794760
OVCAR-3 – OVCAR-3 ovarian cancer; actives 7% (n = 79,000); AID 1794787
U251 – U251 CNS tumor cells; actives 5.4% (n = 80,000)
An asterisk follows results filed as active; x = no result given; & = joins results of further samples; [ ] = dose if it differs, or a comment. Rule for the calls: active = growth percent below 10; inactive = the rest.

Results follow in this order: OVCAR-8	OVCAR-4	OVCAR-5	SF-268	SK-OV-3	PC-3	DU-145	OVCAR-3	U251
Cc1cc2nc3c(=O)[nH]c(=O)nc-3n(CC(O)C(O)C(O)CO)c2cc1C (stereo not given)
→ 108&98&93	103&108&101	96&103&115	100&98&108	109&86&104	92&86&90	117&110&114	109&103&104	100&95&101
O=C(/C=C/c1cn(-c2ccccc2)nc1-c1ccc(Cl)cc1)NNC(=O)Nc1ccc(F)cc1
→ 99	100	106	106	101	89	105	100	96
COc1cccc(CNc2c3ccccc3nc3ccccc23)c1
→ 32	44	46	71	55	39	53	55	39
Cc1ccc(C(F)(F)F)cc1N1CCN(C(=O)C23CC(c4cccc(C(F)(F)F)c4)(C2)C3)CC1
→ 90	x	95	87	85	66	90	88	79
O=S(=O)(O)c1ccc(N=Nc2ccc(N=Nc3ccc(O)cc3)cc2)cc1
→ 99	103	113	95	104	94	108	111	103
O=C1NC(=O)C2(CCCCC2)N1
→ 100	116	106	98	111	101	113	117	106
O=C1C=CC(=Nc2ccc3c(c2)Cc2cc(F)ccc2-3)O1
→ 93	102	102	100	99	x	117	106	97
Cc1ccc(-c2nc3cnccn3c2NC2CCCCC2)o1
→ 99	99	105	100	94	93	109	110	101
CC(C)(Cc1ccc(Cl)cc1)NC(N)=O
→ 96	98	98	105	108	96	112	107	94
COc1ccc(C(C)=O)cc1N1C(=O)C2C(C1=O)C1(c3ccccc3)C(=O)C2(c2ccccc2)C(c2ccc(C)cc2)=C1c1ccc(C)cc1 (stereo not given)
→ 14	26	56	14	32	13	19	21	15
Oc1c2ccccc2cc2ccccc12
→ 103	102	91	94	114	96	106	103	107
Cc1cc(C)[nH]c(=S)n1
→ 103	103	95	98	110	96	107	105	101
COc1ccc(Cn2c(-c3ccccc3)cc3c2-c2oncc2CC3)cc1
→ 99	95	96	94	104	84	115	114	94
O=C(O)c1ccccc1F
→ 109	x	101	107	111	86	110	106	103
Cc1cc(-c2ccc(N3C(=O)CC4(CCCC4)C3=O)c(C)c2)ccc1N1C(=O)CC2(CCCC2)C1=O
→ 95	89	114	110	106	88	104	114	101

The closing six compounds of the section before are carried over, then new ones follow:
Results follow in this order: OVCAR-8	OVCAR-4	OVCAR-5	SF-268	SK-OV-3	PC-3	DU-145	OVCAR-3	U251
COc1ccc(C(C)=O)cc1N1C(=O)C2C(C1=O)C1(c3ccccc3)C(=O)C2(c2ccccc2)C(c2ccc(C)cc2)=C1c1ccc(C)cc1 (stereo not given)
→ 14	26	56	14	32	13	19	21	15
Oc1c2ccccc2cc2ccccc12
→ 103	102	91	94	114	96	106	103	107
Cc1cc(C)[nH]c(=S)n1
→ 103	103	95	98	110	96	107	105	101
COc1ccc(Cn2c(-c3ccccc3)cc3c2-c2oncc2CC3)cc1
→ 99	95	96	94	104	84	115	114	94
O=C(O)c1ccccc1F
→ 109	x	101	107	111	86	110	106	103
Cc1cc(-c2ccc(N3C(=O)CC4(CCCC4)C3=O)c(C)c2)ccc1N1C(=O)CC2(CCCC2)C1=O
→ 95	89	114	110	106	88	104	114	101
COc1ccc(N2CC(c3nc4ccccc4[nH]3)CC2=O)cc1 (stereo not given)
→ 101	97	89	93	89	89	108	96	98
Cn1ccc2c1CC1CN(Cc3ccccc3)C(=O)C1C2C(=O)O (stereo not given)
→ 105	106	100	91	120	110	102	104	97
CCc1ccccc1NC(=S)Nc1ccccc1CC
→ 100	94	109	100	93	92	107	105	94
CCC(CC)C(=O)OC(C)COc1ccc(C(C)(C)C)cc1 (stereo not given)
→ 86	113	100	99	102	73	106	107	90
Cc1c(C(=O)NCCc2ccc(N3CCCCC3)cc2)[nH]c2ccc(Cl)cc2c1=O
→ 78	68	95	91	96	78	96	79	82
CC(=O)c1c(N)c(C#N)cn1Cc1ccc(Cl)cc1Cl
→ 107	116	114	112	110	103	114	108	104
NCCCNc1nc(-c2ccncc2)nc2sc3c(c12)CCCCC3
→ 99	102	99	93	91	83	103	95	82
O=C(O)c1cn(C2CC2)c2cc(N3CCN(Cc4nnc(Nc5ccccc5)o4)CC3)c(F)cc2c1=O
→ 108	101	94	90	108	105	103	101	105
O=C(ONC(=O)[C@@H]1CCCC[C@H]1C(=O)NOC(=O)c1ccccc1)c1ccccc1
→ 97&92	107&106	104&95	102&101	108	96	104&123	96&106	97&102
Cc1ccc(S(=O)(=O)Nc2c(C)cc([N+](=O)[O-])cc2C)cc1
→ 100	102	103	93	95	96	126	91	106
O=C(O)c1ccccc1-c1ccc([N+](=O)[O-])cc1Cl
→ 100	99	92	105	108	86	110	111	x
N#CC(c1ccccc1)C(C#N)c1ccc(Cl)cc1 (stereo not given)
→ 100	100	92	92	108	89	99	96	96
Cl[Si](Cc1ccccc1)(Cc1ccccc1)Cc1ccccc1
→ 102	91	96	87	108	86	97	105	90
CN1CCN(Cc2ccc(NC(=O)c3cncc(C#Cc4cnc(N)c5ncccc45)c3)cc2C(F)(F)F)CC1
→ -29*	-22*	-27*	-18*	2.6*	14	18	15	-38*
Cc1ncc([N+](=O)[O-])n1CCO
→ 95&89&119	103&110&105	98&94&99	111&103&114	113&117&109	101&104&104	113&104&124	120&110&119	90&109&109
COc1cc(OC)c(OC)cc1/C=C/C(=O)c1cccc(B(O)O)c1
→ 83	96	96	80	100	90	104	92	x
N#CC(C#N)=C1NC2(CCCCC2)N=C1N
→ 102	114	96	117	109	109	103	98	96
C=C1CCC2(C#N)[C@H]3[C@H](CC[C@@H]2C)[C@@H](C)C[C@@H](CC(C)(C)NC(=O)CN2CCC2=O)[C@H]13 (stereo not given in full)
→ 55	62	64	63	90	18	90	66	34
COc1ccc2nc(-c3nc(-c4ccccc4)n4ccccc34)[nH]c2c1
→ 56	80	121	87	113	58	81	96	97
COc1cc(-c2nc3ccc(-c4nnc(SCC(=O)Nc5ccc(Br)cc5)o4)cc3[nH]2)cc(OC)c1OC
→ 99	95	86	94	120	86	132	81	82
COc1ccc(-c2cc(NC(=O)Nc3ccc(O)cc3)no2)cc1
→ 90	77	83	62	111	58	67	87	x
O=C(CN1C(=O)S/C(=C\C(Cl)=C\c2ccccc2)C1=O)NC1CCS(=O)(=O)C1 (stereo not given)
→ 47	79	110	94	106	81	83	19	82
CC(=O)N1N=C(c2ccc(-n3ccc(C(F)(F)F)n3)c(C)c2)CC1c1ccc[nH]1 (stereo not given)
→ 105	89	102	113	120	97	108	106	90
CN(C)CCn1cc(-c2ccc3c(Nc4ccc(CC(=O)Nc5cccc(F)c5)cc4)ncnc3c2)cn1
→ -29*[30 µM]	-76*[30 µM]	-92*[30 µM]	-62*[30 µM]	-26*[30 µM]	-25*[30 µM]	-96*[30 µM]	-78*[30 µM]	-52*[30 µM]
O=c1c2ccccc2nc(SCc2ccc(Cl)cc2)n1CCc1ccccc1
→ 95	103	107	96	94	91	105	97	96
COC(=O)c1nn(-c2ccccc2)c(N)c1C(=O)c1cccn1C
→ 98	100	96	101	102	98	101	108	103
COc1cc(/C=C/c2nnc(-c3[nH]nc4c3CCc3ccccc3-4)o2)cc(OC)c1OC
→ 98	99	105	97	103	95	104	106	106
O=C1/C(=C/c2ccccc2Br)COc2ccc(O)c(O)c21
→ 9.7*	48	31	11	75	16	13	8.7*	5.0*
Cc1cc(O)c(C(C)C)cc1N
→ 106&99	84	103&101	120&102	100&100	98&106	116&115	116&77	103&104
Cc1cc[n+](CC[n+]2ccc(C)cc2)cc1
→ 102	105	108	102	102	90	112	106	97
CC(O)CCC1C(C)CCC1(C)C(C)C (stereo not given)
→ 101	105	119	104	112	93	111	109	91
CC(=O)Oc1ccc(N(C(C)=O)c2nc(OC(C)=O)cs2)c(C)c1
→ 105	101	101	99	114	99	106	108	106
CCSc1ncnc2c1ncn2C1OC(CO)C(O)C1O (stereo not given)
→ 30	46	29	19	41	17	23	23	54
CNC(=O)c1cc(-n2ccc3cc(NC(=O)c4ccc(Cl)c(C(F)(F)F)c4)ccc32)ccn1
→ 81	101	96	81	88	88	92	101	97
NS(=O)(=O)c1ccc(Nc2nc(N/N=C/c3ccc(C(F)(F)F)cc3)nc(Nc3ccccc3)n2)cc1
→ 33	41	68	50	55	14	39	12	19
S=c1[nH]c2nc(Cl)c(Cl)nc2[nH]1
→ 105	101	109	98	99	106	97	102	110
O=C1[C@H]2Cc3c([nH]c4ccccc34)[C@H](c3ccc(Cl)cc3)N2C(=O)CN1C1CCN(Cc2c(F)cccc2F)CC1
→ 87[8.33 µM]	94[8.33 µM]	90[8.33 µM]	72[8.33 µM]	x	54[8.33 µM]	81[8.33 µM]	85[8.33 µM]	72[8.33 µM]
O=c1[nH]cc([N+](=O)[O-])c(=O)[nH]1
→ 106	x	117	109	101	87	123	122	99
O=C(O)c1ccccc1C(=O)c1ccc(O)cc1
→ 106	x	104	103	108	100	109	103	101
CC(=O)N(C)N=Nc1ccc(C)cc1
→ 112	102	83	91	110	98	107	103	106
Cc1ccccc1S(=O)(=O)N1C(=O)c2ccccc2S1(=O)=O
→ 105	x	100	108	x	99	106	109	102
COC(=O)[C@@H](OC(=O)NS(=O)(=O)N(c1ccc(F)cc1)C1CCN(Cc2ccc(F)cc2)CC1)C(C)C
→ 106	100	93	101	95	92	114	97	99
CC(=O)N[C@H]1CCC[C@H](NC(C)=O)C1
→ 107	113	86	108	102	90	121	111	112
CCOc1ccc(C2=NNC(=O)CC2)cc1
→ 102	103	91	90	102	92	97	102	96
COc1ccc(OC)c(C2C(C#N)=C(N)N(c3ccc(F)cc3F)C3=C2C(=O)CC(C)(C)C3)c1 (stereo not given)
→ 105	104	107	109	104	99	115	114	99
COc1cc(N)c2ncccc2c1
→ 98	116	106	102	106	89	110	115	97
CNc1nc2ncc(-c3c(C)noc3C)cc2n1Cc1ccccc1
→ 56	54	67	81	21	32	79	47	61
NC(=O)CSc1nc2ccccc2c(=O)n1CCc1ccccn1
→ 105	68	101	108	114	105	111	105	104
O=C(COc1cccc2[nH]ccc12)Nc1ccc2c(c1)OCO2
→ 107	93	104	91	91	106	99	101	105
CC(C)c1ccc2c(c1)CCC1C(C)(N=C=O)CCCC21C (stereo not given)
→ 90	90	100	110	110	58	119	109	92
Cc1ccc(NC2CNC(=O)NC2=O)cc1C (stereo not given)
→ 96	112	94	106	114	x	110	110	106
Cn1c(O)c(N=Nc2nc(-c3cc4ccccc4oc3=O)cs2)c2ccccc21
→ 93	x	101	95	x	100	106	111	94
O=C1c2cc3c(cc2-c2c1c1ccc(Cl)cc1c(=O)n2CCCNCCO)OCO3
→ -65*	-65*	-79*	-77*	-8.6*	-86*	-94*	-81*	-95*
N#Cc1c(C(F)(F)F)cc(Nc2ccc3nc(NCCN4CCCC4)oc3c2)n2c1nc1ccccc12
→ 66	64	137	79	90	52	89	92	89
O=C(C1CN(c2cccc(Cl)c2)N(c2cccc(Cl)c2)C1=O)N1CCOCC1 (stereo not given)
→ 92	105	74	90	109	86	103	105	95
CCN(CC)CCSc1nc2c([nH]1)c(=S)n(C)c(=O)n2C
→ 98	102	95	102	98	98	106	98	101
CCOc1ccc(-c2nc3ccc(-c4nc5ccc(N6CCN(C)CC6)cc5[nH]4)cc3[nH]2)cc1OCC
→ 15	7.3*	44	19	x	17	11	-13*	4.6*
O=S(=O)(Oc1ccc(-c2nnc(Nc3ccccc3)s2)cc1)C(F)(F)C(F)(F)C(F)(F)C(F)(F)C(F)(F)C(F)(F)C(F)(F)C(F)(F)F
→ 101	107	99	100	100	105	106	106	106
O=Nc1c(O)cc(O)c2ccccc12
→ 97	99	90	105	103	92	122	111	x
CCC(C)C(NC(=O)OC(C)(C)C)C(=O)O (stereo not given)
→ 97	117	106	109	100	103	117	107	108

Other structures:
Results follow in this order: OVCAR-8	OVCAR-4	OVCAR-5	SF-268	SK-OV-3	PC-3	DU-145	OVCAR-3	U251
O=S(=O)(NCCCNc1cc(-c2cn(-c3ccccc3)nc2-c2ccccc2)ccn1)c1ccc(Br)cc1
→ 60	65	88	72	87	23	87	89	57
CCOC(=O)c1ccc(NCCC(=O)O)cc1
→ 104	x	110	119	113	92	126	138	109
CCOc1cc(C=Nc2cccc(C(F)(F)F)c2)ccc1O
→ 102	102	102	107	108	104	118	113	100
COc1ccc(C2CC(=O)Nc3[nH]ncc32)cc1 (stereo not given)
→ 99	92	92	95	101	96	103	100	100
COc1ccc(-c2c(/C=C/C(=O)c3ccc(Cl)cc3)c(Cl)nc3c2c(C)nn3-c2ccccc2)cc1
→ x	89	100	114	101	99	108	126	103
CCOC(=O)C(Nc1ccc(F)cc1)c1ccc(N)cc1 (stereo not given)
→ 100	107	93	96	85	92	109	100	94
COc1cc(/C=C/c2cc(/C=C/c3ccc(O)c(OC)c3)n(C(=O)c3ccccc3Br)n2)ccc1O
→ 28	50	84	28	17	13	29	13	35
CC(C)Nc1ncnc2[nH]ncc12
→ 100	105	90	112	111	96	122	131	107
Cc1nc(Nc2cccnc2)sc1C(=O)/C=C/c1ccc(Cl)cc1
→ 15	82	37	47	81	29	18	7.4*	3.9*
N#Cc1c2cccnc2c2nnc3cc(Cl)c(Cl)cc3n12
→ -20*	-5.0*	89	17	90	18	36	-9.7*	26
Clc1ccc(-c2n[nH]c(Cn3nnnc3-c3ccccc3)n2)cc1
→ 106	117	105	98	102	101	105	102	106
COc1ccc(-c2cc(-c3ccc4c(c3)OCO4)n3c(n2)nc2ccccc23)cc1OC
→ 97	94	110	89	127	90	96	x	93
C/C(NCCc1ccccc1)=C1\CCOC1=O
→ 95	89	93	106	106	72	102	129	98
Cc1ccc([C@H]2Nc3c(c(C(C)(C)C)nn3-c3ccccc3)C(=O)[C@]23CCCC3=O)cc1
→ 86	107	101	89	71	72	104	79	x

Screens from PubChem.
